# Assay outcomes as filed in PubChem BioAssay.
# Growth percent in the NCI-60 one-dose screen (48 h, 10 µM unless noted): 100 = growth as untreated, 0 = no growth, -100 = all killed.
# COLO 205 = COLO 205 colon cancer; actives 7.3% (n = 79,000)
# SW-620 = SW-620 colon cancer | actives 5.2% (n = 82,000) | AID 1794795
# KM12 = KM12 colon cancer cells | AID 1794800 | actives 5% (n = 82,000)
# HCC-2998 = HCC-2998 colon cancer. actives 4.7% (n = 79,000). AID 1794799
# HT29 = HT29 colon cancer. actives 7.4% (n = 81,000). AID 1794748
# HCT-116 = HCT-116 colon cancer. actives 7.3% (n = 82,000). AID 1794798
# SNB-75 = SNB-75 CNS cancer | actives 5% (n = 79,000)
# HCT-15 = HCT-15 colon cancer; actives 5.2% (n = 82,000); AID 1794746
# SNB-19 = SNB-19 CNS cancer cells; AID 1794751; actives 2.5% (n = 81,000)
# Active calls of the source: *; nt = no result given; & = joins results of further samples. The calls were made as follows: active = growth percent below 10; inactive = the rest.
SMILES	SW-620	HCT-15	KM12	HCC-2998	COLO 205	SNB-19	HT29	HCT-116	SNB-75
CN(C1CC1)S(=O)(=O)c1ccc(-c2cnc(N)c(-c3ccc4c(c3)CCNC4=O)n2)cc1	114	80	83	105	56	138	79	37	170
O=C(O)c1cc2cc([N+](=O)[O-])ccc2s1	95	103	102	105	110	nt	96	114	95
O=C1CC(c2ccc([N+](=O)[O-])cc2)=Nc2ccccc2N1	106	94	108	118	116	102	108	104	78
Brc1ccc(-n2cc(-c3nn[nH]n3)c(-c3cccs3)n2)cc1	102	95	103	105	117	91	113	91	93
Nc1[nH]nc(Nc2ccccc2)c1S(=O)(=O)c1ccccc1	104	94	105	115	117	104	116	95	106
COC(=O)Cc1cccnc1	107	99	112	119	130	108	107	101	106
COc1cc2oc(-c3cccc(C(=O)Nc4ccc(C)cc4)c3)cc(=O)c2c(O)c1OC	93	97	96	87	102	53	83	92	20
N=c1c(S(=O)(=O)c2ccccc2)cc2c(=O)n3ccccc3nc2n1Cc1cccnc1	97	110	109	104	109	105	113	95	83
Clc1ccc(-c2nnc(COc3ccc(C4=NNC(c5cccs5)C4)cc3)o2)cc1 (centres undefined)	108	106	103	117	114	98	118	113	98
Clc1ccc(-c2nnc(SCc3ccccc3)n2-c2ccccc2)cc1	100	97	100	119	121	79	92	89	85
COc1ccc2cc(-c3nn(CC4CCN(C)CC4)c(N)c3C(N)=O)ccc2c1	92&103	106&108	104&102	100&103	97&102	90&101	81&84	95&87	71&82
COC1CCC2CC(C(=O)N3CCC(C(C)C(=O)NCC4CCC(F)CC4)CC3)NC2C1 (centres undefined)	89	64	66	82	41	77	73	nt	82
O=Nc1c(-c2c(O)[nH]c3ccc([N+](=O)[O-])cc23)[nH]c2ccc(O)cc12	3.2*	10	-33*	8.9*	66	17	69	2.3*	-28*
O=C(CSc1nnc(Cc2ccccc2Nc2c(Cl)cccc2Cl)o1)N1N=C(c2ccc3ccccc3c2)CC1c1ccc(Cl)cc1 (centres undefined)	96	77	105	100	104	94	91	79	91
FC(F)(F)c1ccc(/C=C/c2cc(/C=C/c3ccc(C(F)(F)F)cc3)n(-c3ccccc3)n2)cc1	98	107	96	103	107	104	93	81	96
NNc1nnc2nc(Nc3ccccc3)nc(Nc3ccc(S(N)(=O)=O)cc3)n12	104	100	103	104	105	102	108	107	91
C/C(=N\NC(=S)Nc1ccccc1)c1sc(Nc2cccc(C)c2)nc1C	106	92	99	119	129	101	110	105	89
COc1nc2c(cc1S(=O)(=O)c1ccccc1)CCc1c-2cnn1-c1ccc(Cl)cc1	93	94	109	93	118	nt	89	88	92
C[N+]1(CCCCCNC2=CC(=O)C(NCCCCC[N+]3(C)CCCCC3)=CC2=O)CCCCC1	105	97	109	107	111	105	110	101	95
N#CCc1nnc(CCC(=O)c2nc3ccccc3[nH]2)o1	104	91	93	98	102	95	83	79	91
CCN(CC)Cc1cc(C(C)(C)CC(C)(C)C)cc(-c2ccccc2)c1O	100	108	95	104	111	nt	93	93	101
COc1ccc(-c2nc3c(c(=O)n2C(C)=O)C(c2ccc(Cl)cc2)c2sc4c(Cl)cccc4c2O3)cc1 (centres undefined)	-18*	-29*	-8.2*	-35*	-62*	13	-49*	-59*	-13*
CC(=O)c1cc(C(=O)c2ccc(Br)cc2)n2c(C)cccc12	91	70	82	108	116	95	70	59	105
O=C(COc1cc(O)c2c(=O)cc(-c3ccccc3)oc2c1)Nc1ccccc1C(F)(F)F	22	53	69	90	60	45	71	5.8*	-4.1*
CCOC(=O)C(F)C(Sc1ccccc1)C1CC1CCc1ccc(OC)cc1 (centres undefined)	83	73	85	107	105	96	80	65	93

# Single records, from the list above. Screens in order: SW-620, HCT-15, KM12, HCC-2998, COLO 205, SNB-19, HT29, HCT-116, SNB-75
# COc1ccc(-c2nc3c(c(=O)n2C(C)=O)C(c2ccc(Cl)cc2)c2sc4c(Cl)cccc4c2O3)cc1 (centres undefined) is entered as -18*, -29*, -8.2*, -35*, -62*, 13, -49*, -59*, -13*
# O=C(O)c1cc2cc([N+](=O)[O-])ccc2s1 is entered as 95, 103, 102, 105, 110, nt, 96, 114, 95
# O=C1CC(c2ccc([N+](=O)[O-])cc2)=Nc2ccccc2N1 is entered as 106, 94, 108, 118, 116, 102, 108, 104, 78
# O=C(CSc1nnc(Cc2ccccc2Nc2c(Cl)cccc2Cl)o1)N1N=C(c2ccc3ccccc3c2)CC1c1ccc(Cl)cc1 (centres undefined) is entered as 96, 77, 105, 100, 104, 94, 91, 79, 91
# O=C(COc1cc(O)c2c(=O)cc(-c3ccccc3)oc2c1)Nc1ccccc1C(F)(F)F is entered as 22, 53, 69, 90, 60, 45, 71, 5.8*, -4.1*

# Next compounds.
SMILES	SW-620	HCT-15	KM12	HCC-2998	COLO 205	SNB-19	HT29	HCT-116	SNB-75
Nc1ccc(OC(=O)Nc2ccc(O)cc2)cc1	105	90	112	nt	116	98	108	101	88
O=C(NCc1cn(Cc2ccc(F)cc2)nn1)c1cccnc1Nc1ccc(F)cc1	102	101	94	101	121	103	106	89	90
C/C(=N\NC(=S)Nc1cccc(Cl)c1)c1nnn(-c2ccc([N+](=O)[O-])cc2)c1C	48	20	59	56	22	61	44	37	80
O=C(O)c1cc(N2C(=O)C=CC2=O)cc(N2C(=O)C=CC2=O)c1	103	106	108	101	105	109	111	106	95
CCCCCCCC(=O)C(C)C	102	97	nt	135	100	98	113	101	92
O=[N+]([O-])c1ccc(/C=N\NC(=S)Nc2ccc(F)cc2)cc1	94&106	97&106	81&99	88&106	103&104	93&103	95&94	53&72	98&92
O=S(=O)(NC1CCCCC1)c1ccccc1	111	nt	105	94	111	102	104	90	90
CS(=O)(=O)c1ccc(NC(=O)c2ccccc2)nc1	100	104	107	107	128	96	84	95	104
O=[N+]([O-])c1ccc2c(N3CCC(CCCC4CCN(c5ncnc6cc([N+](=O)[O-])ccc56)CC4)CC3)ncnc2c1	87	64	72	nt	52	78	65	43	83
CCc1cccc(C(=O)O)c1	102	97	107	101	116	112	96	111	99
Cn1c(=O)c2[nH]c(C3CCC3)nc2n(C)c1=O	104	112	104	108	116	103	nt	102	104
CN1CCC[C@H]1c1cccnc1	113	103	104	111	114	nt	102	104	nt
N#CCN1CCCCCC1	105	101	103	118	nt	96	104	99	82
Cc1ccc(-c2cc(C(=O)Nc3ccc(S(=O)(=O)N4CCCCC4)cc3)[nH]n2)c(O)c1	nt	23	45	69	55	69	2.9*	44	82
COc1ccc(/C=C/C(=O)c2ccc(B(O)O)cc2)cc1	104	93	88	104	101	99	93	72	75
CCOC(=O)c1[nH]cc(-c2ccc(OC)cc2)c1-c1cc(OC)cc(OC)c1	100	85	89	105	99	105	78	79	81
COc1ccc2[nH]cc(-c3nnc(N)nc3-c3cn(C)c4ncccc34)c2c1	96	88	94	110	104	81	98	89	62
CCC(=O)Oc1ccc(C(CN(C)C)OC(=O)C(c2ccccc2)c2ccccc2)cc1OC(=O)CC (centres undefined)	107	102	100	101	99	97	91	101	76
C=CC(=O)Nc1cccc(-c2nc(SC)nc(NCCC)c2C#N)c1	94	82	99	102	112	77	90	81	45
NC(=S)NN=C1CCSCC1	101	102	109	103	104	98	116	99	85
COc1cc2ncnc(Nc3ccc(F)c(Cl)c3)c2cc1OCC(=O)N1CCCCC1	104	86	95	93	96	92	77	80	88
COc1cc(Cn2cc3c(c2)-c2onc(CN4CCCC4)c2CC3)cc(OC)c1OC	104	95	90	106	109	91	105	96	104
COC(=O)c1ccc(N)cc1C(=O)OC	108	104	121	nt	113	106	94	104	104
OCCc1ccc(Cl)cc1	105	102	89	110	109	96	100	101	86
COc1ccc(-c2nc3cc(-c4nnc(C)o4)ccc3n2C2CCCCC2)cc1	113	86	94	111	104	107	106	96	101

# New compounds follow.
SMILES	SW-620	HCT-15	KM12	HCC-2998	COLO 205	SNB-19	HT29	HCT-116	SNB-75
C=C(C)[C@@H]1CC[C@]2(C(=O)NCC(=O)OC)CC[C@]3(C)[C@H](CC[C@@H]4[C@@]5(C)Cc6c([nH]c7ccccc67)C(C)(C)[C@@H]5CC[C@]43C)[C@@H]12	83	82	79	103	86	83	61	42	114
O=C(C1CC2CCC13CC=CCC23)C1CC2CCC13CC=CCC23 (centres undefined)	96	95	99	102	107	111	95	nt	82
c1ccc2c(c1)Cc1c-2c2[nH]c3ccccc3c2c2[nH]c3ccccc3c12	98	88	81	102	96	108	85	77	93
COc1ccc(/C=C/c2ccc3ccccc3n2)c(OC)c1	38	56	52	72	86	83	56	62	78
CCOC(=O)C(Cc1ccccc1)n1c(O)c(C=Nc2ccc(S(=O)(=O)SCC)cc2)sc1=S (centres undefined)	112	108	95	100	104	108	93	83	102
CCCCSc1cc(C)nc(N)n1	98	91	99	nt	112	99	103	91	81
Clc1ccc2sc(-c3ccccc3)nc2c1	72	100	104	103	115	98	95	95	68
CCOC(=O)c1ccc(NC(=O)Nc2nnc(C)c(C)n2)cc1	99	104	110	102	139	90	96	92	98
Clc1nc(Cl)c2ncn(C/C=C\Cn3cnc4c(Cl)nc(Cl)nc43)c2n1	-53*	-45*	-69*	nt	-41*	10.0*	-66*	-71*	-26*
COc1ccc(-c2cc3c(oc2=O)-c2ccccc2OC3O)cc1 (centres undefined)	114	82	102	96	113	99	103	102	96
O=[N+]([O-])c1cc(F)ccc1CCc1ccc(F)cc1[N+](=O)[O-]	104	102	116	87	nt	nt	95	96	96
CCCC(C)C1CCC(=O)CC1 (centres undefined)	111	102	111	104	109	101	104	103	75
C/C(=N\Nc1ncc(C#N)c(N)n1)c1ccc(C)cc1	97	99	95	81	99	95	97	109	81
NC(=O)N/N=C\c1ccco1	107	107	113	99	119	102	103	101	nt
Clc1cccc(-c2cc(Cn3cnc4ccccc43)on2)c1	99	66	69	98	111	88	99	59	92
Cc1ccc(NC(=O)c2ccc(CN3CC[C@H](N(C)C)C3)c(C(F)(F)F)c2)cc1Nc1nccc(-c2cncnc2)n1	8.1*	8.4*	10	-23*	-56*	20	-47*	-17*	-86*
C1CCC2C(C1)N1CN(C34CC5CC(CC(C5)C3)C4)CN3C4CCCC[C@@H]4N4CN(C56CC7CC(CC(C7)C5)C6)CN2C4C13 (some centres undefined)	107	96	107	114	113	102	106	105	91
c1ccc(-c2cc(-c3ccccc3-c3ccc4ccccc4c3)no2)cc1	96	79	99	91	111	93	68	63	86
CC1Sc2[nH]c(=O)sc2C2c3cc(Cl)ccc3OC(=O)C12 (centres undefined)	113	102	103	112	125	111	115	111	94
C[Si](C)(C)CNCCNC[Si](C)(C)C	113	103	105	102	115	104	111	106	120
CCCCc1n(Cc2ccc3ccccc3n2)cc[n+]1Cc1ccc2ccccc2c1	11	77	-42*	-6.4*	-74*	7.1*	-8.3*	nt	16
CCN(CC)CCOc1cccc2c1C(=O)c1cccc(OCCN(CC)CC)c1C2=O	21	57	34	55	6.6*	32	14	7.4*	53
CCCCCCCCCCCCCCCc1cc(OC2OC(COC(C)=O)C(OC(C)=O)C(OC(C)=O)C2OC(C)=O)ccc1N (centres undefined)	100	80	63	100	106	97	94	77	73
O=C(c1nc2ccccc2[nH]1)C1C(c2ccc(Cl)cc2Cl)C2CSCN2[C@@]12C(=O)Nc1ccccc12 (some centres undefined)	73	56	52	70	nt	70	62	56	60
C=CC(=O)Nc1ccc(Oc2nccc(Nc3nnc(-c4ccc(C)cc4)s3)n2)cc1	49	72	84	110	100	63	103	95	61

# Reprinted at random: five records from the list.
SMILES	SW-620	HCT-15	KM12	HCC-2998	COLO 205	SNB-19	HT29	HCT-116	SNB-75
C/C(=N\NC(=S)Nc1cccc(Cl)c1)c1nnn(-c2ccc([N+](=O)[O-])cc2)c1C	48	20	59	56	22	61	44	37	80
OCCc1ccc(Cl)cc1	105	102	89	110	109	96	100	101	86
C=CC(=O)Nc1ccc(Oc2nccc(Nc3nnc(-c4ccc(C)cc4)s3)n2)cc1	49	72	84	110	100	63	103	95	61
CCCCSc1cc(C)nc(N)n1	98	91	99	nt	112	99	103	91	81
CCCC(C)C1CCC(=O)CC1 (centres undefined)	111	102	111	104	109	101	104	103	75

# (cont.)
SMILES	SW-620	HCT-15	KM12	HCC-2998	COLO 205	SNB-19	HT29	HCT-116	SNB-75
C=C1c2nc3ccccc3n2C=C(c2ccccc2)N1Cc1ccc(Cl)cc1	128	82	104	92	104	85	92	80	121
CC(=O)C1N=NCC1c1ccccc1 (centres undefined)	101	97	102	102	114	100	105	100	92
Cc1ccc(N)cc1S(=O)(=O)N(C)C	99	99	97	106	103	99	95	103	95
CCOC(=O)C(=CNC(=S)Nc1ccc(Cl)c(Cl)c1)C(=O)OCC	96	80	95	95	86	104	85	99	77
CC[N+]([O-])(CC)CCNc1ccc(CO)c2sc3ccccc3c(=O)c12	106	103	104	99	104	105	100	110	88
N#C/C(=C\c1cccc2cnccc12)N1N=NC2C=CC=CC21 (centres undefined)	13	14	44	92	47	66	13	14	7.3*
O=c1nc(Nc2nc3ccccc3[nH]2)[nH]c(=O)c2ncccc12	101	89	102	97	106	96	104	98	73
CC(=O)c1cccc(NC(=O)c2sc3nc4cc5c(cc4cc3c2N)OCCO5)c1	110	114	97	104	115	104	106	100	105
CNC(=O)c1ccccc1C	107	109	110	103	110	107	127	107	96
CCOc1cc(CNc2cccc3[nH]c(C(F)(F)F)nc23)ccc1OC	95	80	89	98	95	84	117	84	78
CCCCOC(=O)c1ccccc1Cl	111	113	105	103	109	111	106	110	80
O=C(Nc1ccc(S(=O)(=O)O)cc1)c1ccccc1	100	108	98	112	104	98	105	94	90
O=C(O)C1CC(C(=O)O)SS1 (centres undefined)	104	109	110	106	112	107	108	108	94
COc1cc(Cn2cc3c(c2)-c2onc(CO)c2CC3)cc(OC)c1	89	99	100	109	105	104	92	94	84
